# TAAR1 ag = agonists of human TAAR1; Q96RJ0; CHO RD-HGA16 TAAR1, Fluo-8 calcium fluorescence; vehicle wells 0%, saturating PEA agonist 100%; activation, % at 3 µM; 360,000 compounds, 0.99% hits; AID 624467;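 active means activation above the mean activation of all test compounds in the run plus 3 SD, cut at about 38% in these data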
#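 System: CHO-derived RD-HGA16 cells with stable Gα16 and human TAAR1 / Times: 17-24 h plating, Fluo-8 75 min 37 °C, 30 min RT / Technique: calcium-sensitive Fluo-8 signal, excitation 470-495, emission 515-575 nm / Measure: % activation relative to PEA EC100 response / Benchmarks: DMSO and PEA EC100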
# M5 ag = agonists of human muscarinic M5 receptor (CHRM5). P08912. CHO-K1 hM5 cells, Fluo-8 calcium fluorescence; 0% DMSO wells, 100% maximal acetylcholine response. activation, % at 3 µM. 360,000 compounds, 0.19% hits;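 active means activation above the run's mean over test compounds plus 3 SD, cut at about 23% in these data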;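 further: signal is peak over basal fluorescence ratio across the kinetic read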
# CHRM5 antagonist = CHRM5 antagonism in calcium assay; CHO-hM5 cells, Fluo-8 calcium fluorescence, ACh EC80; inhibition, % at 3 µM; 360,000 compounds, 0.59% hits; AID 624040;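 active means inhibition above a per-plate cutoff, the mean of that plate's test compounds plus 3 SD, cut at about 27% in these data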;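 further: 0% = acetylcholine EC80 with DMSO and 100% = DMSO without agonist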
# CHRM4 antagonist = blocks acetylcholine activation of human M4 receptor. P08173. CHO-hM4 cells, ACh EC80, Fluo-8 calcium fluorescence. inhibition, % at 3 µM. 360,000 compounds, 0.73% hits;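 active means inhibition above its plate's cutoff, the mean inhibition of sample wells plus 3 SD, cut at about 27% in these data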;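 further: 0% = acetylcholine EC80 with DMSO and 100% = DMSO without agonist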
# M5 PAM = potentiates acetylcholine response at human M5 receptor | CHO-K1 hM5, Fluo-8 calcium, ACh EC20 PAM; 0% = ACh EC20, 100% = ACh EC100 | 360,000 compounds, 0.3% hits | AID 624038 | P08912 | activation, % at 3 µM;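 active means activation above the run cutoff, the mean activation of all test compounds plus 3 SD, cut at about 18% in these data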
#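 System – CHO-K1 hM5 cells · Compound – 3 µM, single dose · Incubation – compound preincubation 140 s before EC20 acetylcholine addition · Technique – Fluo-8 calcium fluorescence · Measure – Max/basal fluorescence ratio as % of EC20–EC100 ACh window · Benchmarks – low control EC20 acetylcholine (0%), high control EC100 acetylcholine (100%) · Replication – singlicate, one well per test compound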
# CHRM4 agonist = CHRM4 agonism in calcium assay; AID 624127; 360,000 compounds, 0.14% hits; activation, % at 3 µM; CHO-K1 hM4/Gqi5, Fluo-8 calcium fluorescence; vehicle 0%, full acetylcholine response 100%;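 active means activation above the run mean over all test wells plus 3 SD, cut at about 32% in these data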;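 further: peak over basal fluorescence ratio per well then scaled between controls; 0% = DMSO wells and 100% = acetylcholine at EC100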
# CHRM1 agonist = agonists of human M1 muscarinic receptor; 360,000 compounds, 0.33% hits; CHO-K1 hM1, Fluo-8 calcium fluorescence, agonist mode; 0% DMSO, 100% acetylcholine EC100; P11229; activation, % at 3 µM;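 active means activation above the run's mean compound activation plus 3 SD, cut at about 16% in these data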;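 further: peak over basal fluorescence ratio within a 140 s kinetic read after compound addition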
# Target sequence (P11229 whole entry, looked up): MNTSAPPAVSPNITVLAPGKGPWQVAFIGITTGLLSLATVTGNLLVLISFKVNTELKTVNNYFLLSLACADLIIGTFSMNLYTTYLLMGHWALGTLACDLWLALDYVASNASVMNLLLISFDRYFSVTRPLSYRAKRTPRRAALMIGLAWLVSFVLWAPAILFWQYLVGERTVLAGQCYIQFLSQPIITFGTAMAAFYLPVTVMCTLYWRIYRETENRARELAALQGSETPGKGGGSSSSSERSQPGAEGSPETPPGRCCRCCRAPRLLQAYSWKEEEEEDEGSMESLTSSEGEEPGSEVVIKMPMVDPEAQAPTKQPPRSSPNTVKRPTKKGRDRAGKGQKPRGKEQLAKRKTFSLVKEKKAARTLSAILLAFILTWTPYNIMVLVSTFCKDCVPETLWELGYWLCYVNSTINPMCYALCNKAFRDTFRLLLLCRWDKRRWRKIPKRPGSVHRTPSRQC
# M1 antag = blocks human M1 muscarinic receptor; P11229; CHO-K1 hM1, Fluo-8 calcium fluorescence, ACh EC80 antagonist; inhibition, % at 3 µM; 360,000 compounds, 1.3% hits; AID 588852;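 active means percent inhibition above its own plate's cutoff, namely the mean of that plate's compound wells plus 3 SD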;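 further: peak over basal fluorescence ratio during 140 s after agonist addition; 0% = ACh EC80 plus DMSO and 100% = DMSO alone without agonist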
# M1 PAM = human CHRM1 positive allosteric modulation | P11229 | CHO-K1 hM1, Fluo-8 calcium fluorescence, ACh EC20; 0% = ACh EC20, 100% = maximal ACh | activation, % at 3 µM | 360,000 compounds, 0.088% hits | AID 588819; in the data active means activation above about 19%, passing the limit was not always enough
# * = called active by the depositor; · = not tested or not shown. This is a subset, so the mix of outcomes need not match the whole.
M1 antag	CHRM1 agonist	CHRM4 antagonist	CHRM5 antagonist	M5 ag	CHRM4 agonist	M5 PAM	TAAR1 ag	M1 PAM	canonical_smiles
-4	-2	1	-13	0	1	8	2	7	COc1ccc2nc(NC(=O)C3CCN(C(=O)c4ccco4)CC3)sc2c1
-23	-2	-16	-4	0	0	-3	3	16	O=C(O)Cn1nncc1-c1ccc(C(F)(F)F)cc1
-6	-3	27*	7	0	1	2	41*	6	Nc1nonc1N/N=C\c1ccccc1
-14	-1	-2	0	0	0	1	7	8	Cc1ccc(OCC(=O)N/N=C/c2ccncc2)cc1
-8	1	3	-1	-1	1	-4	12	6	N#Cc1ccccc1Sc1ccccc1C(=O)OCC(=O)N1CCN(C(=O)c2ccco2)CC1
-13	-4	-7	0	0	2	-2	0	4	O=C(c1ccccc1S(=O)(=O)NCc1ccccc1)N1CCCCC1
-10	-3	7	2	-3	1	13	8	14	CC(C)Nc1ccc(C(CC(N)=O)NC(=O)Cc2ccc(Br)cc2)cc1[N+](=O)[O-] (centres undefined)
-6	-9	-3	-3	-5	0	0	1	2	O=C(CN1CCNCC1)NCCSc1ccc(Cl)cc1
5	2	4	10	-5	0	3	2	14	O=C(Nc1ccccc1C(=O)O)/C(=C/c1ccc(Cl)cc1Cl)NC(=O)c1ccco1
-11	-2	-5	-9	1	4	7	1	17	O=C(NCc1ccccc1Cl)C1CCN(S(=O)(=O)c2cccs2)CC1
-14	-1	-7	3	5	0	-1	8	1	CCN(CC)c1nc(-c2ccccc2)cc(C(F)(F)F)c1C#N
10	-8	-2	11	-9	-1	-24	7	-15	CCOC(=O)c1cc(C#N)c(Oc2ccc(F)cc2)nc1-c1ccccc1
-7	-2	0	0	-1	1	8	1	2	Cc1c(CCO)c(=O)n2n1CCCC2
-14	1	-1	6	1	1	-2	9	13	COC(=O)c1ccccc1NC(=O)c1nc2nc(C)cc(C)n2n1
2	-8	-2	5	0	1	-4	2	1	CNC(C)c1cc(OC)ccc1OC (centres undefined)
-2	-5	-8	-6	0	4	0	0	3	C[C@H]1COC(=O)[C@H](Cc2ccc(F)cc2)CC/C=C/C[C@@H](CC(=O)N(CCO)Cc2ccccc2)C(=O)N1
-8	-5	-8	-9	-3	1	1	2	8	O=C1[C@@H]2Cc3c([nH]c4ccccc34)CN2C(=O)CN1CCCCCO
-11	-3	2	7	-3	0	-5	3	7	C=CCn1c2ccccc2c2n[nH]c(=S)nc21
-31	0	-1	6	0	1	-1	5	8	O=C1CC(c2ccccc2)C(=O)N1c1cccc(O)c1 (centres undefined)
2	-6	2	4	-3	0	2	6	3	CC1CCCCN1C(=S)NCc1ccco1 (centres undefined)
6	-4	2	-1	5	1	-1	12	-1	COc1ccc2[nH]c(-c3cccc(F)c3)cc(=O)c2c1
-18	-4	-4	1	-6	5	1	5	13	Cc1ccc(-c2ccc(=O)n(CCC(=O)N3CCN(c4cccc(C)c4)C(C)C3)n2)cc1 (centres undefined)
-9	-6	-6	-5	2	0	10	6	5	Cc1ccc(NC(=O)CCC(=O)NNC(=O)c2ccccc2Cl)c(C)c1
·	·	-5	10	-1	0	-5	1	·	Cc1cc(C)cc(Cn2cc(CN3CC(N4CCSCC4)CS3(=O)=O)nn2)c1 (centres undefined)
-3	-4	-10	-20	-3	0	2	0	11	Nc1nonc1-n1nnc(C(=O)N/N=C/c2cccc(O)c2)c1CN1CCCC1
11	-3	-5	14	1	5	1	2	-5	Cc1cccc(Nc2nnc(SC/C(O)=C(\C#N)c3nc4ccccc4[nH]3)s2)c1
19	-5	7	9	1	4	-10	8	-7	COc1ccc(CCNC(=O)/C(C#N)=C/c2cccc(OCc3ccccc3)c2)cc1OC
-1	-6	-15	-5	-2	1	7	8	9	O=C(NCc1nc2ccccc2[nH]1)C1CCCCC1

# Entries above that contain a halogen:
M1 antag	CHRM1 agonist	CHRM4 antagonist	CHRM5 antagonist	M5 ag	CHRM4 agonist	M5 PAM	TAAR1 ag	M1 PAM	canonical_smiles
-23	-2	-16	-4	0	0	-3	3	16	O=C(O)Cn1nncc1-c1ccc(C(F)(F)F)cc1
-10	-3	7	2	-3	1	13	8	14	CC(C)Nc1ccc(C(CC(N)=O)NC(=O)Cc2ccc(Br)cc2)cc1[N+](=O)[O-] (centres undefined)
-6	-9	-3	-3	-5	0	0	1	2	O=C(CN1CCNCC1)NCCSc1ccc(Cl)cc1
5	2	4	10	-5	0	3	2	14	O=C(Nc1ccccc1C(=O)O)/C(=C/c1ccc(Cl)cc1Cl)NC(=O)c1ccco1
-11	-2	-5	-9	1	4	7	1	17	O=C(NCc1ccccc1Cl)C1CCN(S(=O)(=O)c2cccs2)CC1
-14	-1	-7	3	5	0	-1	8	1	CCN(CC)c1nc(-c2ccccc2)cc(C(F)(F)F)c1C#N
10	-8	-2	11	-9	-1	-24	7	-15	CCOC(=O)c1cc(C#N)c(Oc2ccc(F)cc2)nc1-c1ccccc1
-2	-5	-8	-6	0	4	0	0	3	C[C@H]1COC(=O)[C@H](Cc2ccc(F)cc2)CC/C=C/C[C@@H](CC(=O)N(CCO)Cc2ccccc2)C(=O)N1
6	-4	2	-1	5	1	-1	12	-1	COc1ccc2[nH]c(-c3cccc(F)c3)cc(=O)c2c1
-9	-6	-6	-5	2	0	10	6	5	Cc1ccc(NC(=O)CCC(=O)NNC(=O)c2ccccc2Cl)c(C)c1
